Source: PubChem
PRMT1 inh = PRMT1 methyltransferase inhibitors, primary screen, biochemical, fluorescence polarization | AID 652257, 2013 | inhibition, % at 2.79 µM | hit rate 1.3% among 370,000 | recombinant PRMT1, activity-based probe fluorescence polarization;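 active = inhibition above about 21% made by adding two undisclosed values, limit read from the data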
Target sequence (Q99873 whole entry, looked up): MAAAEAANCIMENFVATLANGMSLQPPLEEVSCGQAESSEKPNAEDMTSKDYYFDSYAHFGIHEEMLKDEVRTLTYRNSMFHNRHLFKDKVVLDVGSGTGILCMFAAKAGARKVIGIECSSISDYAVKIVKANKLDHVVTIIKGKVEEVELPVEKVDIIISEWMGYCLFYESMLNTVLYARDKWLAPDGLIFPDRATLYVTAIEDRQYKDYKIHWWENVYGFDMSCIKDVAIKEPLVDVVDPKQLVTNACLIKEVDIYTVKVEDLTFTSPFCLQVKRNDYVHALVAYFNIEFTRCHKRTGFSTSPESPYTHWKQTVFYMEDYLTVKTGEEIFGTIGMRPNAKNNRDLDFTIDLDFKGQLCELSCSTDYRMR
LEDGF integ inh = blockers of LEDGF/p75-dependent integrase strand transfer – biochemical, TR-FRET, high throughput, primary screen. HIV-1 integrase (with human LEDGF/p75). TR-FRET IN-LEDGF/p75 DNA integration, Eu/Cy5. inhibition, % at 3.7 µM. hit rate 0.64% among 370,000. AID 743269, 2014;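 active = inhibition above the screen-wide mean plus 3 SD, cut at about 13% in these data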;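 also: signal is the Cy5 over europium emission ratio at 671 and 618 nm; 0% = plate median of compound wells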
TCR-CD3 inh = inhibitors of human TCR-CD3 interaction, primary screen, biochemical, fluorescence, TAMRA-labeled TCR probe; inhibition, % at 9.4 µM; T-cell receptor (TCR); hit rate 0.37% among 360,000; in the data active = inhibition above about 19%;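 also: recombinant mutant TCR 2C K166C tagged with TAMRA read by polarization; 0% = receptor in buffer alone and 100% = receptor with positive control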
SIAE inh = human SIAE inhibitors, primary screen, biochemical, fluorescence polarization, FP-Rh probe, 1536-well HTS; Sialate O-acetylesterase (Homo sapiens), Q9HAT2; SIAE FP-Rh probe binding; inhibition, % at 9.66 µM; AID 1053197, 2014; hit rate 0.69% among 370,000;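 active = inhibition above a cutoff: mean of compounds within the control limits plus 3 SD of those, cut at about 17% in these data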;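 also: 0% = plate median of compound wells and 100% = probe without SIAE protein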
UHRF1 MBD2 ctr = UHRF1 methylated DNA binding inhibitors, primary screen, counter-screen for MBD2 inhibitor project, biochemical, TR-FRET, human UHRF1, single concentration. inhibition, % at 4.4 µM. hit rate 0.75% among 370,000. UHRF1 binding to methylated oligo. E3 ubiquitin-protein ligase UHRF1 (Homo sapiens), Q96T88; in the data active = inhibition above about 21%;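 also: UHRF1 SRA domain binding a hemimethylated CpG hairpin DNA probe; 0% = median of test compound wells and 100% = reference inhibitor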
KLK7 zymogen act = proKLK7 zymogen activators, primary screen, biochemical, fluorescence intensity. purified proKLK7, EDANS-DABCYL substrate fluorescence; 100% is mature enzyme control, 0% vehicle. activation, % at 7 µM. hit rate 0.9% among 370,000. AID 652039, 2013;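 active = activation above the mean of all tested compounds plus 3 SD, computed per campaign excluding outliers beyond control limits, cut at about 13% in these data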
Target sequence (P49862 whole entry, looked up): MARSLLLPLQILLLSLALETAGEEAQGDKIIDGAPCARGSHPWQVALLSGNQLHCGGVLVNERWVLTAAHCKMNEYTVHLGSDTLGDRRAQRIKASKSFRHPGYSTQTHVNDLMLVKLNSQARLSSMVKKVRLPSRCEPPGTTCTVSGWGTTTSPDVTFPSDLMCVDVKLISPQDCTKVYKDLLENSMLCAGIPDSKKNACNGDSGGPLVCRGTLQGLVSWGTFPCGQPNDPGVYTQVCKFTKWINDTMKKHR
DDE Tn6 FP inh = inhibitors of Tn6 peptide binding to fibrin DD(E), primary screen, biochemical, fluorescence polarization, human fibrin, Tn6 probe. Fibrinogen beta chain (Homo sapiens), P02675. Fibrin DD(E) TRITC-Tn6 fluorescence polarization displacement. inhibition, % at 8.3 µM. hit rate 0.21% among 370,000. AID 720509, 2013;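 active = inhibition above a per-campaign cutoff: mean of compounds within control limits plus 3 SD, cut at about 15% in these data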;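 also: 0% = median of all compound wells on the plate and 100% = blocking peptide control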
TDP2 inh = human TDP2 enzyme inhibitors, primary screen, biochemical, epi absorbance, recombinant enzyme; Tyrosyl-DNA phosphodiesterase 2 (Homo sapiens), O95551; hit rate 0.34% among 370,000; inhibition, % at 12.8 µM; AID 720702, 2013; T5PNP hydrolysis, p-nitrophenol absorbance 415 nm;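 active = inhibition above the mean of all tested compounds plus 3 SD, set per campaign, cut at about 25% in these data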;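 also: 0% = DMSO with enzyme and 100% = buffer with substrate but no TDP2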
Target sequence (O95551 whole entry, looked up): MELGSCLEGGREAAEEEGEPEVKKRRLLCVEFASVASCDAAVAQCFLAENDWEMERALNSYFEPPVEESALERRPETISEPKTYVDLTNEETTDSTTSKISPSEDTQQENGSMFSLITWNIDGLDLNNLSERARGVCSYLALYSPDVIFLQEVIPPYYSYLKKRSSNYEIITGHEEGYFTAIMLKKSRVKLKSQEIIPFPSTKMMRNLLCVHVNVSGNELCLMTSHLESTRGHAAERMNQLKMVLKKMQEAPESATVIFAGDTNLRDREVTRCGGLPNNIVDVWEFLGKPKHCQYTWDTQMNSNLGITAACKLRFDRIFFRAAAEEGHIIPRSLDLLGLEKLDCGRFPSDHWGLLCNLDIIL
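System: recombinant human TDP2 / Amount: 120 nM TDP2 per well / Also added: 5 mM T5PNP chromogenic substrate / Doses: 12.8 µM single point, 1% DMSO / Incubation: 2 h at 37 °C / Detection: p-Nitrophenol epi absorbance / Evaluation: % inhibition relative to enzyme-containing and enzyme-free wells / Repeats: singlicate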
MBD2 inh = inhibitors of MBD2 binding to methylated DNA, primary screen, biochemical, TR-FRET, DNA-binding domain, human; MBD2 binding to methylated oligonucleotide; inhibition, % at 4.4 µM; hit rate 0.31% among 370,000; in the data active = inhibition above about 13%
Tn7 DDE FP = inhibitors of Tn7 peptide binding to fibrin DD(E), primary screen, biochemical, fluorescence polarization, human fibrin, Tn7 probe; hit rate 0.13% among 370,000; FP displacement of FITC-Tn7 peptide from fibrin DD(E); 0% = median of compound wells per plate; inhibition, % at 8.3 µM; Fibrinogen beta chain (Homo sapiens), P02675;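 active = inhibition above the mean of compounds falling within the control limits plus 3 SD of them, cut at about 14% in these data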;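 also: 0% = plate median of compound wells and 100% = 10 µM Aha-Tn7 peptide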
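Test system – human fibrin DD(E) · Times – 10 min preincubation, 3 h with tracer, room temperature · Detection – fluorescence polarization of the labelled Tn7 tracer · Measure – percent inhibition normalized to high-control wells · Benchmarks – high control wells with 10 µM unlabelled Aha-Tn7 peptide (full inhibition) · Repeats – singlicate testing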
Numbers without * were called inactive; . = not tested or not shown.

SMILES	PRMT1 inh	LEDGF integ inh	TCR-CD3 inh	SIAE inh	UHRF1 MBD2 ctr	KLK7 zymogen act	DDE Tn6 FP inh	TDP2 inh	MBD2 inh	Tn7 DDE FP
O=C(OCc1ccc2c(c1)OCO2)c1cccc(S(=O)(=O)N2CCCCC2)c1	1	1	-2	-4	2	-0.5	2	-2	1	4
COC(=O)C1=C(C)N(Cc2ccccc2C(F)(F)F)C(=NCC2CC2)NC1c1ccc(F)cc1 (configuration not stated)	1	-1	-4	-1	-1	0.0	0	-1	4	3
O=C(CCS(=O)(=O)c1ccc(Br)cc1)Nc1ccc(Br)cc1F	0	-1	-5	-2	3	-0.3	3	14	1	3
Nc1nc(NCc2ccccc2)nc(NCc2ccccc2)c1[N+](=O)[O-]	-4	-1	6	-1	-5	-0.4	2	-11	-3	9
COc1cc(Cl)c(CC(=O)c2c[nH]c3ccccc23)cc1OC	-3	-1	1	0	-1	-0.1	-3	14	2	-3
Cc1cccc(NC(=O)c2sccc2-n2cccc2)c1C	0	0	-9	0	-2	1.1	-3	8	-1	-1
CCc1ccc(NC(=O)COC(=O)CN2C(=O)COc3ccccc32)cc1	-2	0	3	1	1	0.3	-5	-10	-7	-9
Cc1ccnc(NC(NC(=O)C(C)C)(C(F)(F)F)C(F)(F)F)c1	2	-5	-1	4	6	-0.4	-5	1	4	2
COc1ccc2c(c1)[C@H]1[C@H](CO2)[C@H](c2ccccc2)[C@]2(C)C(=O)Nc3ccc(C)cc3C(=O)N12	6	0	-6	-24	3	-2.3	-8	-4	5	3
COc1cccc(CNC(=O)C2CCCN(S(=O)(=O)c3ccc4c(c3)C(C)(C)C(=O)N4C)C2)c1 (configuration not stated)	-1	-2	7	-3	0	0.7	-5	-3	-6	-4
CCS(=O)(=O)N1CCC(NC(=O)c2ccco2)CC1	-1	0	-1	-8	5	0.1	-9	-18	-4	-5
O=C(COc1ccc(S(=O)(=O)N2CCCC2)cc1Cl)NC1CC1	4	3	-2	-4	0	0.5	-6	-1	4	5
O=C(NC(=S)Nc1ccccc1Br)C1CCCCC1	-7	4	1	-8	-1	-0.2	-1	-8	5	-8
O=S(=O)(NC1CCN(Cc2ccccc2)CC1)c1cccc(S(=O)(=O)N2CCOCC2)c1	1	-3	2	-1	4	-0.1	-1	4	-3	3
Cn1c(=O)cc(C(=O)N/N=C/c2ccc(F)cc2)[nH]c1=O	-3	4	-3	-4	-1	-0.1	-1	-23	2	-9
Cc1nc(N)sc1N=Nc1ccc(F)cc1	-2	0	4	0	-3	-0.2	4	-3	-5	0
Cc1cc(C(=O)N/N=C/c2cccs2)n[nH]1	0	0	5	-1	-3	-0.1	-2	11	-7	2
CC(CCN1CCC(C(O)(c2ccccc2)c2ccccc2)CC1)Oc1ccc(C#N)c(F)c1 (configuration not stated)	0	-3	.	-1	0	0.2	0	-5	-1	-5
c1ccn2c(Cc3nnc4ccccn34)nnc2c1	-2	1	2	5	2	-0.1	-3	-1	3	-4
O=S(=O)(Nc1ccccc1N1CCCCC1)c1cccs1	-1	-5	2	14	-1	0.3	9	-3	-3	2
CC(=O)Nc1ccc(S(=O)(=O)N(C)CC(=O)NNC(=O)c2cccs2)cc1	-1	1	-2	-7	-1	0.4	-5	1	4	-4
O=C(O)CN1C(=O)/C(=C2\C(=O)N(Cc3ccccc3Cl)c3ccccc32)SC1=S	10	-5	1	4	7	-0.6	0	10	2	2
CCN1C(=O)[C@H]2[C@@H](c3ccc(-c4ccc(Cl)c(Cl)c4)c(OC)c3)N3CCCC[C@@]3(C(=O)OC)[C@H]2C1=O	-1	2	1	-3	2	0.5	6	-3	-3	1
Cc1cc(C(=O)NNC(=O)c2ccc(Cl)c(S(N)(=O)=O)c2)c(C)o1	1	2	0	0	-1	0.5	5	11	3	1
[O-]/[N+](=C\c1ccc(OC(F)F)cc1)c1ccccc1	-3	1	3	7	-2	-0.5	-4	2	-2	-7
CCOC(=O)c1sc(-c2ccc(C(F)(F)F)cc2)nc1O	2	-1	-9	7	-1	-3.8	-8	-3	2	-1
O=C(CN1CCCC1)N1CCCc2ccccc21	3	-6	-8	3	4	0.1	0	-2	1	-2
CC(C)CCNC(=O)NC(=O)CN1C(=O)NC2(CCCCC2)C1=O	0	1	-3	6	0	0.2	3	-1	-1	-6
Cc1ccc(S(=O)(=O)N2[C@@H](c3ccc(F)cc3)C(C(=O)O)=CC[C@H]2c2cccc(C)c2)cc1	2	-2	-10	1	1	0.5	3	-3	2	-2
CC(C)[C@H](NC(=O)c1ccco1)C(=O)OCC(=O)Nc1ccccc1OC(F)F	-1	-1	4	-2	-3	0.7	0	0	-3	2
COC(=O)c1cc(C(c2ccccc2O)C2CCC(C)(C)O2)n2ccccc12 (configuration not stated)	4	-2	.	-3	0	36*	-2	1	8	0
Cn1cnnc1SCC(=O)Nc1ccccc1C(=O)NC1CCCC1	-2	2	2	6	2	0.2	-1	0	-4	-1
Cc1c(NC2(c3nnnn3-c3ccc(Br)cc3)CCCCC2)c(=O)n(-c2ccccc2)n1C	0	-4	4	3	-2	0.0	0	6	-4	-4
Cc1ccc(NC(=O)CN2C(=S)NC(C)(C)CC2C)cc1Cl (configuration not stated)	-5	-6	8	5	-4	0.5	0	-8	-9	2
Cc1ccccc1NS(=O)(=O)c1cc(C(=O)N2CCCC2)ccc1C	0	-1	3	2	-1	0.0	6	-7	0	6
O=[N+]([O-])c1ccccc1N=Nc1ccc(O)cc1O	4	-4	-6	12	-2	0.6	5	8	-5	-2
CC1CCN(CCCNC(=O)CN2C(=O)CSc3ccc(S(=O)(=O)N4CCOCC4)cc32)CC1	1	1	-1	-5	0	0.6	-2	2	1	2
COCCN(C(=O)CCCC(=O)Nc1ccccn1)C(C(=O)NC1CCCC1)c1ccc(C)cc1 (configuration not stated)	1	2	2	4	1	-0.9	0	-5	-5	1
O=C(C(=O)N1CCCc2ccccc21)N1CCCc2ccccc21	0	2	-1	1	2	-0.3	-5	-1	6	6
COc1ccccc1NC(=O)c1ccc(C(=O)Nc2ccccc2OC)nc1	-1	2	0	-7	-3	0.1	0	4	3	0

Sorted by SMILES length (rising): 12 of the compounds above
SMILES	PRMT1 inh	LEDGF integ inh	TCR-CD3 inh	SIAE inh	UHRF1 MBD2 ctr	KLK7 zymogen act	DDE Tn6 FP inh	TDP2 inh	MBD2 inh	Tn7 DDE FP
Cc1nc(N)sc1N=Nc1ccc(F)cc1	-2	0	4	0	-3	-0.2	4	-3	-5	0
CCS(=O)(=O)N1CCC(NC(=O)c2ccco2)CC1	-1	0	-1	-8	5	0.1	-9	-18	-4	-5
Cc1ccc(NC(=O)CN2C(=S)NC(C)(C)CC2C)cc1Cl (configuration not stated)	-5	-6	8	5	-4	0.5	0	-8	-9	2
COc1cc(Cl)c(CC(=O)c2c[nH]c3ccccc23)cc1OC	-3	-1	1	0	-1	-0.1	-3	14	2	-3
Cc1ccccc1NS(=O)(=O)c1cc(C(=O)N2CCCC2)ccc1C	0	-1	3	2	-1	0.0	6	-7	0	6
CCc1ccc(NC(=O)COC(=O)CN2C(=O)COc3ccccc32)cc1	-2	0	3	1	1	0.3	-5	-10	-7	-9
CC(=O)Nc1ccc(S(=O)(=O)N(C)CC(=O)NNC(=O)c2cccs2)cc1	-1	1	-2	-7	-1	0.4	-5	1	4	-4
COCCN(C(=O)CCCC(=O)Nc1ccccn1)C(C(=O)NC1CCCC1)c1ccc(C)cc1 (configuration not stated)	1	2	2	4	1	-0.9	0	-5	-5	1
COC(=O)C1=C(C)N(Cc2ccccc2C(F)(F)F)C(=NCC2CC2)NC1c1ccc(F)cc1 (configuration not stated)	1	-1	-4	-1	-1	0.0	0	-1	4	3
COc1cccc(CNC(=O)C2CCCN(S(=O)(=O)c3ccc4c(c3)C(C)(C)C(=O)N4C)C2)c1 (configuration not stated)	-1	-2	7	-3	0	0.7	-5	-3	-6	-4
Cc1ccc(S(=O)(=O)N2[C@@H](c3ccc(F)cc3)C(C(=O)O)=CC[C@H]2c2cccc(C)c2)cc1	2	-2	-10	1	1	0.5	3	-3	2	-2
COc1ccc2c(c1)[C@H]1[C@H](CO2)[C@H](c2ccccc2)[C@]2(C)C(=O)Nc3ccc(C)cc3C(=O)N12	6	0	-6	-24	3	-2.3	-8	-4	5	3

The results go on.
SMILES	PRMT1 inh	LEDGF integ inh	TCR-CD3 inh	SIAE inh	UHRF1 MBD2 ctr	KLK7 zymogen act	DDE Tn6 FP inh	TDP2 inh	MBD2 inh	Tn7 DDE FP
CCC(=O)N1CCc2cc(S(=O)(=O)CCC(=O)Nc3cccc(C)n3)ccc21	0	-1	1	-2	-2	-0.1	1	3	-4	3
COc1cc(CN2CCC(CCC(=O)NC3CC3)CC2)cc(Cl)c1OC	-3	4	4	-3	0	0.2	-9	-12	-2	0
Cn1c(=O)n(C)c2cc(S(=O)(=O)NCc3ccco3)ccc21	-4	1	5	-3	0	0.4	3	-3	2	1
c1ccc(CNc2nc(N3CCOCC3)nc(N3CCOCC3)n2)cc1	2	-1	-9	-8	10	-0.3	-5	-12	10	0
O=C(COc1ccccc1Cl)Nc1nnc(S(=O)(=O)N2CCCC2)s1	0	2	0	-5	3	0.2	-8	-10	-3	0
CC(C)(C)Cc1nc(-c2ccccn2)no1	2	1	6	-3	0	0.1	2	-8	-3	-5
COc1ccc(-c2cc(C)no2)cc1S(=O)(=O)N1CCCN(Cc2ccc(F)cc2)C1	-4	3	-2	5	0	0.1	0	-2	-3	5
CCOC(=O)CSc1cn2c(n1)CCC2	0	4	6	8	0	0.3	2	2	-1	-1
COc1ccc2c(c1)CCc1c-2n[nH]c1C(=O)O	-3	1	2	-3	-4	0.0	7	9	4	2
CCOc1cc(/C=N\NC(=O)Cn2nnc3ccccc32)ccc1O	0	0	-8	-1	3	-2.8	-3	-23	-4	-8
CCOC(=O)c1sc2nc(C)n(CC(=O)NCC3CCCO3)c(=O)c2c1C (configuration not stated)	2	0	2	-1	4	-0.6	3	-7	-1	1
CCc1ccccc1NC(=O)NC1CCCCCCC1	4	-2	-1	-2	1	0.7	5	-5	4	3
COc1cccc(CN(C)C(=O)CN2C(=O)NC3(CCCc4ccccc43)C2=O)c1 (configuration not stated)	-1	2	2	2	-3	-0.2	8	2	2	1
